# Anthrax LF prot: anthrax lethal factor protease inhibition; multiplex microsphere protease cleavage assay, LF; inhibition, % at 10 µM; actives 0.12% (n = 360,000); further: plate controls were buffer without enzyme for full effect and enzyme alone for no effect
# Target sequence (P15917 whole entry, looked up): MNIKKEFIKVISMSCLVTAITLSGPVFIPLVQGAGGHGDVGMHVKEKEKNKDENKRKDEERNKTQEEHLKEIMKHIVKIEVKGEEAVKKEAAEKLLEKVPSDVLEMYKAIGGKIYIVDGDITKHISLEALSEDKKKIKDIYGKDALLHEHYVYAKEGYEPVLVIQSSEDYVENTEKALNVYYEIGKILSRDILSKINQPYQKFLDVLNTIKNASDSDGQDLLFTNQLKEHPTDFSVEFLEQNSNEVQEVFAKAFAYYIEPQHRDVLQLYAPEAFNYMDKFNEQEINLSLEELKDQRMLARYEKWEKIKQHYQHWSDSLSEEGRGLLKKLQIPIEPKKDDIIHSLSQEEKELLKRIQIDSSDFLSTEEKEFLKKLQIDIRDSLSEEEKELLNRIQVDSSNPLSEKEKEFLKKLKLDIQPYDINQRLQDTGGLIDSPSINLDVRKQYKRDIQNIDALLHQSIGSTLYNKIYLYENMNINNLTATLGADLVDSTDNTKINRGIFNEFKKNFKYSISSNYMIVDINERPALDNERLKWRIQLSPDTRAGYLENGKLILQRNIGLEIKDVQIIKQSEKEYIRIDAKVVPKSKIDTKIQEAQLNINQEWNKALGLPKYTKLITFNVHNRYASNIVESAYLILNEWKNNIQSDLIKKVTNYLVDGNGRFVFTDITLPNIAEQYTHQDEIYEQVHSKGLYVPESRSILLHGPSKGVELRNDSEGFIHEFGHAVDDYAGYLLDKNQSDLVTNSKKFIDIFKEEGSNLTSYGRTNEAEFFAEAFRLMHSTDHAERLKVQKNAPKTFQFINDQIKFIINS
# BoNT A protease: blocks Botulinum neurotoxin A light chain protease. multiplex microsphere protease substrate cleavage, flow cytometry. inhibition, % at 10 µM. actives 0.17% (n = 360,000). AID 588499; further: plate controls were buffer without enzyme for full effect and enzyme alone for no effect
# BoNT F protease: inhibitors of Botulinum neurotoxin F light chain protease; actives 0.22% (n = 360,000); Multiplex microsphere protease cleavage assay, flow cytometry; inhibition, % at 10 µM; in the data active means inhibition above about 35%, passing the limit was not always enough; inconclusive means no clear call, values can overlap the other calls; further: plate controls were buffer without enzyme for full effect and enzyme alone for no effect
# PfHsp40 rescue: restores yeast growth despite PfHsp40 toxicity; S. cerevisiae expressing PfHsp40, growth rescue, ATP luminescence; growth rescue, % at 12.5 µM; actives 0.68% (n = 340,000); AID 504582; in the data active means growth rescue above about 28%, passing the limit was not always enough; inconclusive means no clear call, values can overlap the other calls;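 further: yeast W303a lacking pdr1 and pdr3 grown in galactose medium; growth measured after three days at 30 °C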
# CCHFV vOTU inh: blocks the CCHF virus ovarian tumor domain protease | inhibition, % at 11.5 µM | CCHFV vOTU protease, Pep-AMC fluorescence | actives 0.55% (n = 370,000) | AID 651958; in the data active means inhibition above about 30%; further: 0% = vehicle wells with enzyme and 100% = no enzyme wells
# TcdB GH inh: TcdB glycohydrolase inhibition; P18177; TcdB glycohydrolase enzymatic assay, plate reader; inhibition, % at 9.99 µM; actives 0.24% (n = 350,000); in the data active means inhibition above about 10%
# PrPC TRFRET: reduces human prion protein on the cell surface; cell surface PrPC, TR-FRET read-out; actives 0.43% (n = 370,000); inhibition, % at 13.8 µM; P04156; in the data active means inhibition above about 24%; further: 0% = median of the test wells and 100% = reference compound wells
# FadD28 binding: blocks FadD28 binding to the bisubstrate probe; fluorescence polarization; actives 0.22% (n = 360,000); inhibition, % at 12.5 µM; in the data active means inhibition above about 8.5%, passing the limit was not always enough; inconclusive means no clear call, values can overlap the other calls
# Yp Topo-I inh: inhibitors of Yersinia pestis topoisomerase I; Y. pestis Topo-I cleavage product accumulation, plate reader; activity, % at 10 µM; actives 0.064% (n = 360,000); in the data active means activity above about 50%, passing the limit was not always enough; inconclusive means no clear call, values can overlap the other calls; further: inactives centre near 2
# * = called active by the depositor; ? = inconclusive; nt = not tested or not shown. Unless noted, no stated cut-off is given here; in the data, active means inhibition above about 30%; inconclusive means no clear call, values can overlap the other calls; inactive means below that.
nr	Compound	PrPC TRFRET	PfHsp40 rescue	FadD28 binding	CCHFV vOTU inh	BoNT F protease	Yp Topo-I inh	BoNT A protease	TcdB GH inh	Anthrax LF prot
1	Cc1ccc(C)c(NC(=O)/C(C#N)=C/c2cn(CC(=O)NCc3ccco3)c3ccccc23)c1	0	0.5	-4.7	-14	-3	11	0.3	0.3	-3
2	c1ccc(-c2nnnc3ccccc23)cc1	3	-0.8	-4.3	3	0	4	-0.8	0.1	1
3	CC[C@H](C)C1OC(=O)[C@@H](C)[C@@H](CC)NC(=O)[C@H](C)N(C)C(=O)C(C)(C)C(=O)C(C)NC(=O)[C@H](Cc2ccc(OC)cc2)N(C)C(=O)[C@H](C(C)C)N(C)C(=O)CNC(=O)[C@H](CC(C)C)N(C)C(=O)CNC1=O (stereo not given in full)	nt	nt	2.6	nt	-5	nt	-0.1	nt	-2
4	COc1ccc(/C=N/NC(=O)c2cccc([N+](=O)[O-])c2)cc1OC(=O)c1ccccc1	-13	-0.1	-4.5	-8	-6	5	-1.5	nt	1
5	Cc1cccc(CN2C(=O)N/C(=C/c3cc(C)n(-c4cc(C)ccn4)c3C)C2=O)c1	nt	1.1	?	nt	-10	7	0.2	nt	-8
6	c1cnc2ccc(-c3ccc4ncccc4c3)cc2c1	-21	1.1	-2.7	-4	nt	1	nt	3.2	nt
7	OC(c1ccc(F)cc1)c1ncc(-c2ccc3ccccc3c2)[nH]1 (stereo not given)	7	nt	-0.2	17	-11	-8	-0.3	0.4	-4
8	O=C(Nc1nnc(Cc2ccccc2)s1)Nc1ccccc1F	10	0.1	1.0	-6	-25	-1	2.8	-4.5	23
9	CCOc1ccc(NC(=O)c2ccc(F)cc2F)cc1	-4	-1.8	-0.2	-4	6	6	-0.3	0.7	7
10	COc1cccc(CN2CCNC(=O)C2CC(=O)NCc2cn3ccc(C)cc3n2)c1OC (stereo not given)	2	0.1	0.0	-9	-6	5	-0.8	0.9	5
11	Cn1c(SCC(=O)NCC2CCCO2)nnc1-c1ccc(S(=O)(=O)N2CCCC2)cc1 (stereo not given)	1	-1.2	-1.4	7	1	2	0.7	0.8	-1
12	C=CCn1cc(/C=N/Nc2nc3ccccc3[nH]2)c2ccccc21	27*	0.3	3.5	7	-10	-21	-1.0	2.1	-4
13	CCc1cccc(NC(=O)CCc2c(C)nn(-c3ccc(N4CCOCC4)nn3)c2C)c1	3	0.3	-1.8	16	1	3	-1.0	-2.1	0
14	C=CCN(CC(=O)c1sc(C(=O)OCC)nc1C)c1cccc(Br)c1	-2	-0.6	-2.2	-4	-8	-10	0.2	0.8	2
15	O=C(COc1ccccc1)NCC(=O)Nc1cccc2ccccc12	-5	-0.8	-0.7	0	-8	3	-1.0	nt	-3
16	O=C(c1ccccc1)N1CCCC(c2nc3c(nnn3Cc3ccccc3)c(=O)[nH]2)C1 (stereo not given)	1	0.4	-1.4	1	3	24	-0.1	nt	-3
17	CCOc1ccc(NC(=O)COc2ccc(C(=O)N3CCC(C(N)=O)CC3)cc2OC)cc1	0	-1.3	-0.4	-7	10	-2	1.3	2.2	-3
18	NC(Cc1ccc(F)cc1)c1csc(Nc2ccc(C(F)(F)F)cn2)n1 (stereo not given)	-6	nt	-12	12	-25	6	-0.1	1.5	-3
19	Cc1ccc(NS(=O)(=O)c2ccccc2Cl)c2c1CC(C)(C)O2	3	0.9	-0.2	2	5	17	0.2	nt	-2
20	CC1(c2nnnn2-c2ccc3c(c2)OCCO3)CCC(=O)N1Cc1ccc(F)cc1 (stereo not given)	7	nt	nt	-14	-6	nt	-0.9	0.2	2
21	CCOC(=O)NNC(=O)C1CCC(C)CC1 (stereo not given)	-2	-2.3	-4.4	5	-4	2	0.1	1.0	-2
22	C=Cn1c(C(=O)O)ccc1-c1ccc(OC)cc1	-6	-0.7	0.9	-5	2	-1	0.9	-1.7	-5
23	CC(C)c1c(C(=O)N/N=C/c2ccc(OCc3ccccc3)cc2)nnn1-c1nonc1N	-5	-1.5	-16	2	-1	-7	0.7	-0.7	0
24	C[C@]12CCC3[C@@H](CC[C@H]4C[C@@H](O)CC[C@]34C)C1CCC2=O (stereo not given in full)	0	0.8	-1.8	-6	14	1	2.6	0.8	-8
25	CCO[C@@H]1OC(C(=O)N2CCN(Cc3ccccc3)CC2)=C[C@H](c2ccc(Br)cc2)[C@H]1CCCO	5	-1.1	-5.6	19	-6	28	0.2	nt	-3
26	CN(C)Cc1c(C(=O)N/N=C/C=C/c2ccccc2)nnn1-c1nonc1N	7	0.4	-1.1	5	-2	3	-1.9	0.4	-5
27	COc1cccc(NC(=O)CCc2c(C)nn(-c3ccc(N4CCOCC4)nn3)c2C)c1	5	-0.8	-0.5	-6	-2	10	-1.0	0.6	-1
28	CCn1cc(S(=O)(=O)CC(=O)Nc2cccc(C)c2)c2ccccc21	7	0.5	-2.8	18	-6	7	-0.3	2.0	-4
29	COc1ccc(CNC(=O)CCC(=O)Nc2ccc(Cl)cc2)cc1	-3	-1.8	0.2	-7	0	-1	0.4	0.2	-13
30	N#Cc1ccsc1NC(=O)CCN1C(=O)C2CCCCC2C1=O (stereo not given)	-15	-0.6	1.6	-4	4	4	0.5	4.4	-1

# In the list so far, 2 have a Cl atom:
nr	Compound	PrPC TRFRET	PfHsp40 rescue	FadD28 binding	CCHFV vOTU inh	BoNT F protease	Yp Topo-I inh	BoNT A protease	TcdB GH inh	Anthrax LF prot
19	Cc1ccc(NS(=O)(=O)c2ccccc2Cl)c2c1CC(C)(C)O2	3	0.9	-0.2	2	5	17	0.2	nt	-2
29	COc1ccc(CNC(=O)CCC(=O)Nc2ccc(Cl)cc2)cc1	-3	-1.8	0.2	-7	0	-1	0.4	0.2	-13

# Full records, quoted from the list. Values in the order: PrPC TRFRET	PfHsp40 rescue	FadD28 binding	CCHFV vOTU inh	BoNT F protease	Yp Topo-I inh	BoNT A protease	TcdB GH inh	Anthrax LF prot
# Cc1ccc(NS(=O)(=O)c2ccccc2Cl)c2c1CC(C)(C)O2 as listed: 3	0.9	-0.2	2	5	17	0.2	nt	-2
# Cc1cccc(CN2C(=O)N/C(=C/c3cc(C)n(-c4cc(C)ccn4)c3C)C2=O)c1 as listed: nt	1.1	?	nt	-10	7	0.2	nt	-8
# COc1cccc(CN2CCNC(=O)C2CC(=O)NCc2cn3ccc(C)cc3n2)c1OC (stereo not given) as listed: 2	0.1	0.0	-9	-6	5	-0.8	0.9	5
# CCO[C@@H]1OC(C(=O)N2CCN(Cc3ccccc3)CC2)=C[C@H](c2ccc(Br)cc2)[C@H]1CCCO as listed: 5	-1.1	-5.6	19	-6	28	0.2	nt	-3
# N#Cc1ccsc1NC(=O)CCN1C(=O)C2CCCCC2C1=O (stereo not given) as listed: -15	-0.6	1.6	-4	4	4	0.5	4.4	-1

# The listing continues:
nr	Compound	PrPC TRFRET	PfHsp40 rescue	FadD28 binding	CCHFV vOTU inh	BoNT F protease	Yp Topo-I inh	BoNT A protease	TcdB GH inh	Anthrax LF prot
31	Cc1nc(CNS(=O)(=O)c2ccccc2F)cs1	-2	-0.4	-0.2	-5	-3	10	0.0	0.0	2
32	CCN(CC)S(=O)(=O)c1cccc(NC(=O)COC(=O)CNC(=O)c2cccc(F)c2)c1	7	1.2	-1.7	1	-3	4	-0.2	0.4	-4
33	CC(O)(c1cccc(F)c1)c1nc(-c2ccc3ccccc3c2)cs1 (stereo not given)	4	nt	-6.0	2	2	-12	0.1	0.5	0
34	COc1cc(CN2CCNC(=O)C2CC(=O)NCCCC2CCCC2)cc(OC)c1 (stereo not given)	-2	-0.3	-2.8	6	-12	17	-2.4	0.2	-1
35	CCN(CC)S(=O)(=O)N1CCC(C(=O)NC2CCCC2)CC1	6	0.2	-1.9	-9	1	-4	?	nt	-4
36	O=[N+]([O-])c1ccc(CSc2ccc(S(=O)(=O)N3CCCCC3)cn2)cc1	0	1.0	-2.1	11	-2	31	0.7	0.0	-9
37	Cc1c(NC(=O)CCCOc2ccccc2)cccc1[N+](=O)[O-]	2	0.2	-4.0	4	1	6	-0.1	-0.4	-2
38	O=C(Nc1ccc(-c2nc3cccnc3s2)cc1)c1ccco1	3	0.9	-7.6	-12	0	2	0.0	1.1	-3
39	CCCN(CCC)C(=S)NC1CC2C=CC1C2 (stereo not given)	1	-0.7	-2.8	8	?	-1	?	8.6	3
40	O=C(O)c1cccc(NC(=O)N2C[C@H]3C[C@@H](C2)c2cccc(=O)n2C3)c1	3	-0.6	-4.6	-2	-8	3	-0.5	-1.0	4
41	C/C(=N/NC(=O)c1ccc(Br)s1)c1ccncc1	13	-1.2	-3.3	11	-2	20	-0.6	0.6	-4
42	Cn1cc(C(=O)c2ccc(Cl)cc2Cl)cc1C(=O)N/N=C(\N)COc1ccccc1	-7	0.9	-1.6	18	9	14	-0.4	nt	3
43	CCN(CC)S(=O)(=O)c1ccc(OCC(=O)NC(=O)c2ccccc2OC)c([N+](=O)[O-])c1	-6	-0.5	-1.9	-6	-9	17	-0.5	-0.8	-3
44	CC(C)Cn1c(-c2ccc(Br)o2)n[nH]c1=S	7	-0.1	-0.1	-8	0	6	-0.2	nt	-4
45	CCN(CC)CCNc1ncnc2c1sc1nc(N3CCOCC3)c3c(c12)CC(C)(C)SC3	-33	0.2	-3.7	-3	-4	6	0.0	nt	-4
46	O=c1[nH]c(C2CCCN(S(=O)(=O)c3ccc(F)cc3)C2)nc2c1nnn2Cc1ccccc1 (stereo not given)	-6	0.3	-0.4	-5	4	22	2.4	2.8	0
47	Cc1c(C(=O)OCCN2CCCCC2)oc2ccccc12	-2	-0.7	-1.1	-3	13	3	2.1	nt	0
48	COC(=O)C(C)Sc1nc2c(c(=O)[nH]c(=O)n2C)n1CCC(C)C (stereo not given)	5	0.3	-2.1	21	0	11	-0.2	nt	-10
49	CCOc1cc(S(=O)(=O)n2ccnc2)ccc1Cl	2	-1.1	0.0	-8	-8	6	0.2	1.3	-5
50	Fc1ccc(NC(=S)Nc2cccnc2)cc1Cl	6	-0.3	-3.2	-7	-3	-9	0.2	-0.4	-3
51	CCCCC(=O)OCC(=O)Nc1ccc(SC(F)F)cc1	4	-1.1	-3.7	8	-2	9	-0.2	2.5	-6
52	Cc1noc(C)c1C(=O)NCc1ccccc1Br	-4	0.8	?	3	0	5	-1.6	0.0	-8
53	Cc1c(NC(=O)CCC2CCCCC2)cc(C(=O)N2CCOCC2)cc1[N+](=O)[O-]	-4	1.3	-1.9	-14	-2	10	0.3	0.9	2
54	COc1ccc(C(O)c2ncc(-c3ccccc3Cl)[nH]2)cc1F (stereo not given)	-11	nt	-2.9	9	-1	-13	0.4	1.7	2
55	COc1ccc(Cl)cc1NC(=O)CC(=O)Nc1cc(Cl)ccc1OC	4	0.0	-0.2	7	-2	1	0.3	-0.3	-2
56	Cc1cc(C)nc(NC(N)=S)n1	2	-0.1	1.1	-10	-2	-5	-0.9	0.6	-6
57	S=c1[nH]nc(-c2cccnc2)n1C1CCCCC1	4	-2.1	-1.6	-3	-8	-7	-0.3	2.2	-2
58	Cc1cccc(C)c1Oc1nc(-c2ccccc2)ncc1S(=O)(=O)c1ccccc1	0	0.4	0.0	-3	-3	-5	-0.4	nt	1
59	CC[C@@H]1CC2=C(C(=O)OC(C)(C)O2)[C@H](c2ccc(Cl)cc2)O1	1	nt	-3.1	9	-11	nt	-0.8	0.1	-1
60	Cc1ccc2cc(CN(CC3CCCO3)C(=S)Nc3ccccc3)c(=O)[nH]c2c1C (stereo not given)	12	0.0	-2.5	-4	-3	9	0.2	nt	1
61	Cc1c(N2C(=O)CS/C2=N\N=C\c2ccc(Cl)cc2)c(=O)n(-c2ccccc2)n1C	-4	0.2	-4.5	15	1	6	-0.8	nt	-4
62	Cc1ccc(C(=O)NC2=NCCS2)cc1Cl	nt	0.1	-1.4	nt	-56	4	-2.6	1.6	10

# Bioassay records as filed in PubChem BioAssay.
